# Assay outcomes as filed in PubChem BioAssay.
# OXTR ag – activates the human oxytocin receptor; AID 2435; P30559; 320,000 compounds, 0.32% hits; CHO-OTR cells, Fluo-8 calcium fluorescence; normalized: DMSO 0%, oxytocin 100%; activation, % at 3 µM;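 active means activation above the mean of all tested compounds plus 3 SD, cutoff set per screening run, cut at about 20% in these data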;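 further: peak over basal fluorescence ratio from a 100 s FLIPR kinetic read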
# Target sequence (P30559 whole entry, looked up): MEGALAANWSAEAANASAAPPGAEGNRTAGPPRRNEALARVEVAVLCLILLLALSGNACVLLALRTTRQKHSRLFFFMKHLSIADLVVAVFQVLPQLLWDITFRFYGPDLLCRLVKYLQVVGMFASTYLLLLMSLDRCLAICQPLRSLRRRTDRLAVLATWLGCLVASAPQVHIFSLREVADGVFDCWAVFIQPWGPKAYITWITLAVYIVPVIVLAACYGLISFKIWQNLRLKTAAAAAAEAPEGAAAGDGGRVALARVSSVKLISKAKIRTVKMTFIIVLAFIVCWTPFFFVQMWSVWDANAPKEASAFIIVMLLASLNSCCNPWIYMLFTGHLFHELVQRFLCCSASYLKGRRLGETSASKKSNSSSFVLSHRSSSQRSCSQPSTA
# GPR7 antag – human neuropeptides B/W receptor 1 antagonism | inhibition, % at 4.4 µM | GPR7-expressing cells, fluorescence antagonist assay | P48145 | AID 1861 | 290,000 compounds, 1.1% hits; in the data active means inhibition above about 16%, passing the limit was not always enough;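 further: cells stimulated with the agonist NPW; 0% = agonist with vehicle and 100% = vehicle without agonist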
# Target sequence (P48145 whole entry, looked up): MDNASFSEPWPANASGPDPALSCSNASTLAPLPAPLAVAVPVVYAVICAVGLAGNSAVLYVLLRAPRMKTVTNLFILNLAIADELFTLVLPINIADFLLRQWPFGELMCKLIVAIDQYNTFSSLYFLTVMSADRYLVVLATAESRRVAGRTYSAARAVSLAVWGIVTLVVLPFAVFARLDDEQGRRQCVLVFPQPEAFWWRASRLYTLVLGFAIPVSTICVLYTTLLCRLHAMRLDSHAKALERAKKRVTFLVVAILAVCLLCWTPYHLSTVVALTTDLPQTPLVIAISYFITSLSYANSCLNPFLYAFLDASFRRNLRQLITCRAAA
# OXTR potentiator – potentiates the human oxytocin receptor response; 320,000 compounds, 0.061% hits; activation, % at 3 µM; CHO-OTR cells, Fluo-8 calcium fluorescence, potentiator mode; 0% = oxytocin EC15, 100% = EC100;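 active means activation above that plate's cutoff, the mean activation of tested compounds plus 3 SD, cut at about 6.6% in these data, passing the limit was not always enough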;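 further: 100% uses oxytocin at 75 nM as the full agonist control; some results filed as inactive read as strong as hits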
#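 Measured by – Fluo-8 calcium dye fluorescence · Test system – human OTR in CHO cells · Dosing – one concentration, 3.0 µM compound · Controls – EC15 oxytocin alone as 0%, 75 nM oxytocin as 100% · Evaluation – normalized max/min fluorescence ratio, % activation · Timing – 6 min pre-incubation, 100 s read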
# NALP1 inh – inhibitors of NALP1 inflammasome in yeast; S. cerevisiae NALP1/ASC/caspase-1 growth, X-gal OD620, 72 h; inhibition, % at 10 µM; 280,000 compounds, 0.61% hits; AID 2071; in the data active means inhibition mostly above about 24%, no sharp cut-off; inactive means mostly below about 32%; further: some compounds called inactive have numbers as strong as hits
# GalR3 antagonist – blocks the human galanin receptor 3; 360,000 compounds, 0.44% hits; AID 651719; HEK293 GalR3-CNG cAMP membrane potential fluorescence; galR3 body fused to GalR1 C-terminus; inhibition, % at 3 µM;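 active means inhibition above the screen-wide average plus 3 SD, cut at about 13% in these data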;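 further: forskolin and galanin both at EC90 stimulate the cells; cAMP rise reported by CNG channel membrane potential dye signal; 0% = forskolin plus galanin with DMSO and 100% = forskolin alone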
# Target sequence (O60755 1-299 limits assumed): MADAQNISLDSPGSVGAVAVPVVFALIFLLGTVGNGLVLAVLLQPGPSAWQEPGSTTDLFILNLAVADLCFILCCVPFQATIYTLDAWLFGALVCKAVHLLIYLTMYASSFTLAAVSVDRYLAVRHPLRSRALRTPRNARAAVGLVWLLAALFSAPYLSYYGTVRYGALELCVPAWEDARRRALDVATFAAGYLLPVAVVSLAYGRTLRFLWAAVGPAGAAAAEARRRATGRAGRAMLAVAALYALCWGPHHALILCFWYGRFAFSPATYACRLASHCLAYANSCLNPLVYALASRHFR
# MEKK2mut PB1 HTS – signal of MEK5 binding to mutant human MEKK2 PB1 domain. bead flow cytometry, Alexa488-MEK5 binding to MEKK2 mutant. AID 1530. 290,000 compounds, 0.35% hits. percent response, % at 10 µM; in the data active means percent response above about 24%, passing the limit was not always enough; further: inactives centre near 1; some results filed as inactive read as strong as hits
# MEKK2 WT-MEK5 – raises or lowers MEK5 binding to wildtype human MEKK2 PB1 domain; bead flow cytometry, Alexa488-MEK5 binding to MEKK2 WT; actives lie on both sides; 290,000 compounds, 1.1% hits; binding response (% of control), % at 10 µM; Q9Y2U5; AID 1531; in the data active means binding response below about 67% or above about 130%
# PfM18AAP inh – blocks P. falciparum M18 aspartyl aminopeptidase | AID 1822 | inhibition, % at 7.35 µM | recombinant PfM18AAP, H-Glu-NHMec fluorogenic cleavage | 290,000 compounds, 1.2% hits;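 active means inhibition above the campaign mean inhibition over all tested compounds plus 3 SD, cut at about 28% in these data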;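 further: 0% = plate median of test compound wells and 100% = 2 mM ZnCl2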
# V1aR counter – activates human V1a receptor in oxytocin agonist counter-screen; CHO-V1R cells, Fluo-8 calcium fluorescence, agonist mode; 0% DMSO, 100% 3 nM vasopressin; activation, % at 3 µM; 320,000 compounds, 0.25% hits; AID 2797;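 active means activation above the mean activation of all tested compounds plus 3 SD, per screening run, cut at about 20% in these data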;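 further: signal is peak over basal fluorescence ratio across a 100 second FLIPR read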
# Active calls of the source: *; . = no result given; [ ] = dose if it differs, or a comment. This is a random part of the collection; 4.1% or so of the library scored in one or more.
SMILES,OXTR ag,GPR7 antag,OXTR potentiator,NALP1 inh,GalR3 antagonist,MEKK2mut PB1 HTS,MEKK2 WT-MEK5,PfM18AAP inh,V1aR counter
Cc1cc(C)cc(C(=O)Oc2cc(C)[nH]c(=O)c2[N+](=O)[O-])c1,-0.4,-2,-3,13,-6,8,102,-3,-0.1
COc1ccc(N2CCN(C(=O)COC(=O)CCc3ccccc3)CC2)cc1,4.4,.,-4,.,-4,.,.,.,4.3
CCC(=O)N1N=C(c2cccs2)CC1c1ccco1 (configuration not stated),-1.5,8,-7,-13,-5,1,13*,-5,-0.2
O=C(CCNC(=O)c1ccc(Br)cc1)NNC(=O)C1COc2ccccc2O1 (configuration not stated),-0.1,.,-4,.,-4,.,.,.,0.0
COc1ccc(-c2nc3ccc(C)cc3c(=O)o2)cc1OC,-0.3,-7,-5,1,-6,3,98,-2,0.4
Cc1ccc(C(=O)NCC(=O)Nc2ccccc2C(F)(F)F)cc1,0.1,14,1,27,-2,0,97,-11,0.3
O=C1Nc2ccccc2C1=Nc1cccc(Cl)c1,0.6,0,5,-14,-10,-3,100,5,1.4
CC1(C)C2CCC1(C)C(OC(=O)C[n+]1ccccc1)C2 (configuration not stated),0.9,-8,-5,-2,-2,1,104,-11,0.1
Cc1sc2ncnc(NCCN3CCOCC3)c2c1C,4.8,-9,-4,20,-5,-3,101,5,3.4
COC(=O)C1=C(CSc2nc3c(cc2C#N)CN(C)CC3)OC(N)=C(C#N)C1c1ccccc1F (configuration not stated),-0.1,-11,-19,-6,.,3,104,27,1.6
Cc1ccc(NC(=O)CSc2n[nH]c(-c3ccco3)n2)c(C)c1,-2.0,0,-10,6,2,-13,87,-2,-0.7
C[C@H]1COC(=O)[C@@H](Cc2ccc(F)cc2)C/C=C\C[C@@H](CC(=O)NCCO)C(=O)N1,1.6,.,14*,.,-6,.,.,.,1.0
O=C1CSC(c2cccnc2)N1Cc1ccc(Cl)cc1Cl (configuration not stated),0.8,-9,-4,5,-4,1,94,-3,-2.3
O=C(COC(=O)c1ccccn1)Nc1cccc(Cl)c1Cl,-1.4,-1,-7,-3,-5,.,.,1,-0.1
CCCNc1c(N)c(=O)oc2ccccc12,-0.6,-4,0,28,-8,0,97,49*,-0.4

# Three entries out of the list above, sorted by the value under GalR3 antagonist, smallest number first.
canonical_smiles	GalR3 antagonist
CCCNc1c(N)c(=O)oc2ccccc12	-8
COc1ccc(-c2nc3ccc(C)cc3c(=O)o2)cc1OC	-6
O=C(COC(=O)c1ccccn1)Nc1cccc(Cl)c1Cl	-5

# Following part:
SMILES,OXTR ag,GPR7 antag,OXTR potentiator,NALP1 inh,GalR3 antagonist,MEKK2mut PB1 HTS,MEKK2 WT-MEK5,PfM18AAP inh,V1aR counter
CCCCNC(=O)[C@]1(C)CCC[C@@]2(C)C3CC[C@@]4(C)C[C@]3(CCC21)CC4=O (some centres not stated),-2.0,.,2,.,-1,.,.,.,-0.8
CC(=O)c1c(C)[nH]c(C(=O)OCC(=O)N2CCc3ccccc32)c1C,-0.3,9,-12,11,-1,-41,1.0*[inhibitor],1,1.9
O=C(/C=C/c1cccc(Cl)c1)Nn1c(-c2cccs2)nc2ccccc2c1=O,-0.9,-2,-9,13,-4,-1,102,-9,0.3
N#Cc1ccc(NC(=S)NCCN2CCOCC2)cc1,0.4,-4,-10,-10,0,-9,95,-6,0.6
CC(C)(C)N(Cc1ccccc1)C(=O)COc1cccnc1[N+](=O)[O-],-0.4,1,-6,-22,-11,4,112,2,1.3
COC(=O)C1CCN(S(=O)(=O)c2c(C)n(C)c(=O)n(C)c2=O)CC1,0.5,-6,-3,.,.,2,97,-2,0.1
CCOC(=O)c1ccc(NC(=O)N2CCN(C(=O)c3ccco3)CC2)cc1,1.5,7,-12,17,-4,-8,86,-14,2.2
O=C(N/N=C/c1ccccc1OCc1ccccc1Cl)c1cccnc1,-1.3,-16,0,-4,2,10,105,0,-0.8
Cc1ccnc(NC(=O)CCNS(=O)(=O)c2ccc(C)c(C)c2)c1,1.5,-7,-5,5,-4,8,104,5,6.6
O=C(CCc1c[nH]c2ccccc12)Nc1ccc(S(=O)(=O)Nc2ncccn2)cc1,0.8,5,-3,-14,-4,-10,91,10,-0.6
O=C(Nc1ccccc1C(=O)N1CCOCC1)c1cc2ccccc2o1,0.6,-8,7,14,-10,6,107,-2,-0.2
C/C(=N\N=C(/N)SC1CC(=O)N(c2ccc(Cl)c(Cl)c2)C1=O)c1cccs1 (configuration not stated),2.3,-16,-8,14,-5,2,98,0,0.9
NC1=NC(c2ccc(Cl)cc2)C(C(=O)c2ccccc2)N1 (configuration not stated),1.1,-11,1,.,-1,-19,98,0,0.5
O=C(Nc1ccc2c(c1)OCO2)c1ccc2nc[nH]c2c1,-1.4,13,-8,-13,-2,11,103,7,0.8
Cc1c(C(=O)NC(C)C)sc2ncn(CC(=O)N3CCC(C)CC3)c(=O)c12,1.8,-9,-4,8,-3,1,99,3,1.2
Cn1ccc(NC(=O)c2ccc(Cl)cc2Cl)n1,1.4,.,1,.,-8,.,.,.,0.3
Cc1ccc(NC2CC(=O)N(c3ccc(N4CCCCC4)cc3)C2=O)cc1 (configuration not stated),0.0,-1,-3,4,1,2,98,-8,1.1
Cc1cccc(C)c1NC(=O)CNC(=O)c1ccc(N2CCCC2=O)cc1,0.2,.,-5,.,-1,.,.,.,-0.2
CC(C)CN1CCN(Cc2ccc(C#CC(C)(C)O)cc2)CC1CCO (configuration not stated),0.2,-9,-14,-3,5,10,109,0,0.3
CC(=O)Nc1ccc(S(=O)(=O)Nc2cc(C)cn(Cc3ccccc3)c2=O)cc1,4.8,8,-13,5,.,-2,101,9,6.3
O=C(NC1CCCCCC1)C1CCCN1S(=O)(=O)c1cccc2cccnc12 (configuration not stated),2.5,11,8,-4,3,0,96,6,1.4
Cc1ccc(NC(=O)CCCCCC2NC(=O)NC2C)cc1 (configuration not stated),0.5,10,-1,6,.,4,110,-19,1.1
CC(C(=O)Nc1nccs1)N1C(=O)C2CC=CCC2C1=O (configuration not stated),-1.0,-11,-13,2,-7,9,105,-3,0.9
CC(C)OC(=O)CSc1nnc2c3ccccc3n(C)c2n1,-1.7,-6,-18,-1,-1,-1,97,-14,2.8
Cc1cc(C)n(/N=C/c2ccccc2O)c(=O)c1,-0.1,-6,0,14,-7,0,106,0,0.3
CCCCC(=O)Nc1c2c(nn1-c1cccc(C)c1C)CS(=O)(=O)C2,0.5,-3,2,-3,-12,3,103,-5,-0.2
O=C(Nc1ccc(NC(=O)c2ccc3c(c2)OCCO3)cc1)c1ccccc1,0.8,-7,-4,12,-7,4,97,0,1.9
Cc1nn(Cc2cccc(C(N)=O)c2)c(C)c1Br,1.4,-13,-9,-7,-6,-8,93,-5,1.6
Cc1ccc(NC(=O)[C@H](C)NC(=O)C2CCN(C(=O)[C@@H](NC(=O)OC(C)(C)C)C(C)C)CC2)cc1,-2.5,-5,-7,24,-12,0,104,-4,-1.0
Cc1ccc(-n2nc3c(N4CCC(C(=O)NCc5ccc(C)o5)CC4)nnc(C)c3c2C)cc1,-1.3,0,-7,22,-12,14,107,15,-1.2
CC(NC(=O)CCSc1nc(-c2ccco2)cc(C(F)(F)F)n1)c1ccccc1 (configuration not stated),-2.7,-8,-10,8,-4,0,93,3,-1.2
CC(=O)Nc1ccc(-n2c(C)ccc2-c2ccccc2)cc1,-0.1,-1,-10,18,2,1,101,-9,-0.9
Cc1ccc(NC(=O)OCc2cncs2)cc1,-0.2,-15,-11,2,-10,1,100,-8,0.2
CCOC(=O)Cc1csc(NC(=O)c2c(O)c3c(n(CC(C)C)c2=O)CCCC3)n1,-2.3,-6,-5,12,9,2,-3.0*,-16,-0.3
O=C(/C=C/c1ccccc1)C1C(=O)c2ccccc2C1=O,-2.1,-19,6,1,-4,10,109,-2,-1.8
Cc1ccc2nc(CSc3nnc(Nc4ccccc4C)s3)cc(=O)n2c1,2.3,-3,-11,24,-1,-4,94,4,1.3
CNC(=S)NNC(=O)c1cccc(N(C)C)c1,1.0,-8,-9,-15,-6,4,100,22,-0.4
O=c1[nH]c(/C(Cl)=C/c2cccc(C(F)(F)F)c2)nc2cc(Cl)ccc12,-0.8,-9,0,27,-5,2,96,-1,0.0
Cc1ccc(CN2CCN(CC(=O)N/N=C/c3c[nH]c4ccccc34)CC2)cc1,0.9,-3,-3,33,-4,2,107,1,0.4
COC(=O)c1cn(NC(=O)COc2ccc(Cl)cc2)c(=O)c2ccccc12,-0.4,3,-16,-4,-5,-1,98,-14,-0.1
CCC1(C)Cc2ccccc2-c2c1c(=O)n(Cc1ccccc1)c1nnnn21 (configuration not stated),-0.8,-2,4,15,5,4,103,0,0.1
Nc1nc(CSC(=S)N2CCN(c3ccccc3)CC2)nc(Nc2ccccc2)n1,-0.6,-3,5,27,-12,15,108,-10,0.3
O=Cc1ccccc1Oc1nc(N2CCOCC2)nc(N2CCOCC2)n1,-0.3,-1,-6,3,-3,2,105,3,-0.2
COc1cccc(CSc2nnc(-c3ccncc3)n2C)c1,1.8,1,-7,2,-8,7,102,3,-0.2
Cc1ccc(F)c(CNC(=O)C2CCC(=O)N(Cc3ccccn3)C2)c1F (configuration not stated),1.4,2,-1,-5,-7,5,98,-3,-0.2
CCN(CC)CCSc1nnc2c3cc(F)ccc3n(Cc3ccccc3)c2n1,0.6,-2,3,18,-11,11,111,12,-0.4
Cc1cc(=O)oc2c(CN3CCN(C)CC3)c(O)c(Cl)cc12,-0.5,-15,-12,1,-1,.,.,0,0.0
CC(NCCc1ccc(S(N)(=O)=O)cc1)C(=O)NCCc1ccc(F)cc1 (configuration not stated),1.8,-6,-7,8,-8,4,110,2,1.5
CCOC(=O)C1=C(c2ccccc2)Nc2ncnn2C1c1cc(OC)ccc1OC (configuration not stated),-0.9,-8,-2,-38,-3,3,96,3,-0.8
O=C(CN1CCOCC1)Nc1ccc2c(c1)OC(F)(F)O2,1.0,0,-6,4,-7,-5,101,2,0.2
CCCn1c(Cc2ccccc2)nnc1SCC(=O)N1CCOCC1,-0.4,-2,-5,11,-3,-5,92,-5,-0.1
COc1cccc(N2CCN(C(=O)c3cc(-c4ccccc4)nc4c3cnn4C(C)C)CC2)c1,-0.4,.,-6,.,-4,.,.,.,-0.2
OC1CCCN(c2c3c(nc4cc(-c5cccc(Cl)c5)nn24)CCC3)C1 (configuration not stated),0.8,-8,-9,22,3,-3,96,-2,0.3
CCn1cc(/C=N\NC(=O)c2ccc(F)cc2)cn1,-1.3,-5,-9,14,-10,-3,99,-1,0.9
CCOC(=O)N1CCN(C(=O)Cn2nc(C)n3nc(-c4ccccc4)cc3c2=O)CC1,2.7,0,-6,3,-7,-1,98,-15,4.1
O=C(O)[C@H]1CCCC[C@H]1C(=O)Nc1ccc(S(=O)(=O)N2CCCCC2)cc1,0.3,23*,-8,8,-9,-6,94,3,3.5
